LEDGF integ inh: blocks HIV-1 LEDGF/p75-dependent DNA integration; TR-FRET IN-LEDGF/p75 DNA integration, Eu/Cy5; inhibition, % at 3.7 µM; hit rate 0.64% among 370,000; AID 743269;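 active = inhibition above the screen-wide mean plus 3 SD, cut at about 13% in these data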;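 also: signal is the Cy5 over europium emission ratio at 671 and 618 nm; 0% = plate median of compound wells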
rCAG RNA binder: molecules binding r(CAG) RNA repeats; r(CAG) RNA repeat, TO-PRO-1 dye displacement fluorescence; inhibition, % at 3 µM; hit rate 1.3% among 370,000; AID 651821;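 active = inhibition above the plate cutoff, the mean of all test compounds on that plate plus 3 SD, cut at about 35% in these data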;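 also: 0% = DMSO alone and 100% = 100 µM mitoxantrone as full dye displacement; higher means more dye released from RNA so lower well fluorescence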
PG9 Ab binder: PG9 antibody binding by small molecule; inhibition, % at 6.7 µM; TR-FRET gp120-PG9 antibody binding; hit rate 0.43% among 360,000; in the data active = inhibition above about 8.5%
TDP2 absorb: blocks human TDP2 phosphodiesterase activity; recombinant TDP2, T5PNP hydrolysis, p-nitrophenol absorbance 415 nm; inhibition, % at 12.8 µM; O95551; hit rate 0.34% among 370,000;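 active = inhibition above the mean of all tested compounds plus 3 SD, set per campaign, cut at about 25% in these data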;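 also: 0% = DMSO with enzyme and 100% = buffer with substrate but no TDP2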
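Assay system: Recombinant human TDP2 | Quantity: 120 nM TDP2 per well | Incubation: 2 h at 37 °C | Signal: Epi absorbance | Evaluation: Percent inhibition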
mABHD4 FP: inhibits mouse alpha/beta hydrolase domain 4 | purified mABHD4, FP-Rh probe fluorescence polarization | inhibition, % at 8.92 µM | Q8VD66 | hit rate 0.54% among 370,000;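 active = inhibition exceeding the mean over every tested compound plus 3 SD, cut at about 30% in these data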;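 also: 0% = plate median of compound wells and 100% = S159A mutant with DMSO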
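Test system: mABHD4 protein; Read-out basis: % inhibition; Incubation: 45 min + 60 min at 25 °C; Repeats: single replicate; Technique: fluorescence polarization with parallel and perpendicular emission, 525/598 nm; Compound: 8.92 µM, single dose; Benchmarks: full inhibition S159A mutant plus DMSO, zero as sample-well median.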
TCR-CD3 inh: human TCR-CD3 binding inhibition; inhibition, % at 9.4 µM; AID 651800; TAMRA-labeled TCR probe fluorescence, biochemical; hit rate 0.37% among 360,000; in the data active = inhibition above about 19%;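 also: recombinant mutant TCR 2C K166C tagged with TAMRA read by polarization; 0% = receptor in buffer alone and 100% = receptor with positive control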
SIAE primary: inhibitors of human sialic acid acetylesterase SIAE; Q9HAT2; AID 1053197; hit rate 0.69% among 370,000; SIAE FP-Rh probe binding, fluorescence polarization; inhibition, % at 9.66 µM;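 active = inhibition above a cutoff: mean of compounds within the control limits plus 3 SD of those, cut at about 17% in these data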;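 also: 0% = plate median of compound wells and 100% = probe without SIAE protein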
PRMT1 FP inh: PRMT1 (human) inhibition, primary screen. Q99873. recombinant PRMT1, activity-based probe fluorescence polarization. inhibition, % at 2.79 µM. hit rate 1.3% among 370,000. AID 652257;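 active = inhibition above about 21% made by adding two undisclosed values, limit read from the data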
Rev-erbA mod: modulates human Rev-erb alpha binding to DNA; activity, % at 10 µM; Rev-erbα–FITC-DNA binding, fluorescence polarization, 90 min; AID 1259318; hit rate 0.79% among 370,000; P20393;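 active = activity above about 14%, limit read from the data; passing the limit was not always enough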;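 also: 0% = DMSO wells with 35 nM protein and 100% = DMSO wells with 750 nM protein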
Target sequence (P20393 whole entry, looked up): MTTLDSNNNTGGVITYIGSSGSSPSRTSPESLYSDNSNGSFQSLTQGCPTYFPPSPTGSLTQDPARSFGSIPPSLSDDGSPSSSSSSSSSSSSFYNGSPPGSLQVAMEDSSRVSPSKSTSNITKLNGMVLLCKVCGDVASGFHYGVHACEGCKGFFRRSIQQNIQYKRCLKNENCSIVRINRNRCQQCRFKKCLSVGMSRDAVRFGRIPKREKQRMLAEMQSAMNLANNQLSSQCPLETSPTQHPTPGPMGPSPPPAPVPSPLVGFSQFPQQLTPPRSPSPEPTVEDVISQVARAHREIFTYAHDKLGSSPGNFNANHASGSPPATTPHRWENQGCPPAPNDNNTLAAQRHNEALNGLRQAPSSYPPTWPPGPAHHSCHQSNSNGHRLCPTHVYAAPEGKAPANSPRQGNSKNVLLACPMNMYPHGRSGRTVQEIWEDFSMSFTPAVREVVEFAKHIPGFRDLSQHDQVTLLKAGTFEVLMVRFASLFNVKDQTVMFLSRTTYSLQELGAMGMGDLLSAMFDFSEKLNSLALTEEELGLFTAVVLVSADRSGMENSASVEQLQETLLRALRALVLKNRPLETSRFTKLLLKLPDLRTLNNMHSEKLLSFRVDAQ
HTRA1 inhibitor: inhibitors of human serine peptidase HTRA1; recombinant HTRA1, FP-rhodamine activity-based probe, fluorescence polarization; inhibition, % at 5.96 µM; Q92743; hit rate 0.5% among 340,000; AID 504803; in the data active = inhibition above about 36%;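 also: 0% = enzyme with DMSO and 100% = wells lacking enzyme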
Target sequence (Q92743 whole entry, looked up): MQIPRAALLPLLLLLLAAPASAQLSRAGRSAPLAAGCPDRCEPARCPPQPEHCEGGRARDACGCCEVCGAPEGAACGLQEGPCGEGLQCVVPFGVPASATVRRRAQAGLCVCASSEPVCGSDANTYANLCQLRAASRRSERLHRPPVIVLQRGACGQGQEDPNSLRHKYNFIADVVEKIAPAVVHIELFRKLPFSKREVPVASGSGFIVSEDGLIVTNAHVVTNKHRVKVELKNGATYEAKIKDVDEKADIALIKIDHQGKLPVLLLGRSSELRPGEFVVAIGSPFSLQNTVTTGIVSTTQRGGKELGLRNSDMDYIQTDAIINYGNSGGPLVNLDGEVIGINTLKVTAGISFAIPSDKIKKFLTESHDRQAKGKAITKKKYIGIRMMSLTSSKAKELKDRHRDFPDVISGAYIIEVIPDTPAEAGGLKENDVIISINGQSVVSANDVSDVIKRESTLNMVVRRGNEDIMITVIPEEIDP
* hit, by the source's call; · = not tested or not shown. Some of the compounds tested. The share of hits here may be higher or lower than overall.

SMILES | LEDGF integ inh | rCAG RNA binder | PG9 Ab binder | TDP2 absorb | mABHD4 FP | TCR-CD3 inh | SIAE primary | PRMT1 FP inh | Rev-erbA mod | HTRA1 inhibitor
COc1ccc(NC(=O)C2CCCN2c2ccc(OC)c(OC)c2)cc1OC (configuration not stated) | -2 | 3 | -14 | 5 | 1 | 3 | 5 | 0 | -6 | 6
O=C(NCN1C(=O)C2C3C=CC(C3)C2C1=O)OC1CCCCC1 (configuration not stated) | 2 | 0 | 0.7 | 8 | -2 | -3 | 6 | 0 | -6 | 3
CCOc1ccc(-n2c(O)c(/C=N/Nc3nnc(C)c(=O)[nH]3)c3ccccc3c2=O)cc1 | 5 | 47* | -19 | 9 | 8 | 44* | 2 | -3 | -2 | 11
CC(C)C[C@H]1COc2cccc(N3CCSCC3)c2S(=O)(=O)N1C | 4 | 1 | · | 4 | 6 | · | -3 | 1 | 6 | ·
Cc1ccc(S(=O)(=O)N(CC(=O)N=Nc2c(O)[nH]c3ccccc23)c2cccc(C)c2)cc1 | 1 | 16 | 1.3 | 1 | -20 | -1 | -39 | 3 | -2 | -73
COc1ccccc1CNC(=O)CNC(=O)Cn1cnc2ccccc2c1=O | -2 | -2 | -2.1 | -5 | -3 | 3 | 0 | -2 | -5 | 5
CC(C)(C)OC(=O)C[C@H]1C/C=C\C[C@@H](CC(=O)NCCO)C(=O)N2CCC[C@H]2COC1=O | 1 | -8 | 0.3 | -9 | 1 | 6 | 0 | -3 | 2 | -12
Cc1c(N(C(=O)c2cc(=O)[nH]c3ccccc23)C(C)C)c(=O)n(-c2ccccc2)n1C | -1 | -1 | -0.3 | 5 | -1 | 5 | 8 | -1 | 1 | 1
COc1ccc(NC(=O)CCC(=O)N2CCOCC2)c([N+](=O)[O-])c1 | -4 | -4 | -0.4 | 12 | 8 | -9 | 2 | 3 | -5 | -1
CCCC(c1nnnn1CCOC)N1CCN(c2nc3ccccc3s2)CC1 (configuration not stated) | 1 | -6 | -2.6 | 5 | -2 | 0 | -2 | 1 | 5 | -5
CCN1C(=O)CC(n2c(C)nc3ccccc32)C1=O (configuration not stated) | 1 | 0 | -0.6 | -7 | 7 | -3 | 1 | 1 | -3 | 1
COCCn1nnnc1C(c1cccc(OC)c1OC)N1CCN(C(=O)c2ccco2)CC1 (configuration not stated) | -3 | -2 | -1.9 | 8 | 5 | 2 | -5 | -1 | 7 | 9
CCCN(CC(=O)Nc1ccccc1OC)C(=O)C1=COCCO1 | 4 | 0 | -0.8 | 7 | 0 | -3 | -1 | -4 | 3 | 8
Oc1ccccc1C1=NC(c2ccccc2)NC(c2ccccc2)C1 (configuration not stated) | 0 | 6 | -2.0 | -4 | 3 | -3 | -1 | 0 | -1 | -8
COc1cccc(NC(=O)CN2CCN(c3ccc(F)cc3)CC2)c1 | 5 | -10 | 0.1 | 3 | 4 | -2 | 1 | -1 | 2 | -3
CCn1c(-c2c(Cl)c(C)nn2C)n[nH]c1=S | 4 | -1 | -3.8 | 1 | 4 | 9 | 12 | -3 | 4 | -1
Cc1ccc(NC(=O)CN(Cc2ccco2)Cc2ccccc2O)cc1C | 2 | 4 | -2.5 | -22 | -3 | 0 | -21 | -8 | -2 | -48
O=C(c1ccc(Cl)cc1)C(CN1CCCC1)c1ccccc1 (configuration not stated) | 4 | -3 | 1.1 | 1 | -1 | 0 | 9 | 6 | -1 | -12
N#Cc1cccc(NC(=O)Cn2cnc(S(=O)(=O)N3CCCC3)c2)c1 | 0 | 1 | -1.8 | 16 | 1 | 8 | 2 | -1 | 7 | 2
CCOc1ccccc1C=C1CCc2ccccc2C1=O | 1 | 1 | -1.9 | -8 | 0 | -2 | -7 | -3 | 1 | -12
CCOC(=O)[C@]12CCCC=C1N(Cc1ccco1)C(=O)[C@H](CC(=O)N1CCN(C(=O)C3CC3)CC1)C2 | -3 | 1 | 0.8 | 3 | 8 | 8 | 5 | 0 | -6 | ·
CS(=O)(=O)Nc1ccc(C2=NN(S(C)(=O)=O)C(c3cccs3)C2)cc1 (configuration not stated) | 3 | 4 | -1.2 | 5 | 0 | 2 | 3 | -1 | -4 | -2
Cc1cc(=O)oc2c(C)c(OCC(=O)c3ccccc3)ccc12 | 9 | 1 | -1.8 | -10 | -9 | -4 | 16 | -1 | 18 | -1
CCn1c(CNC(=O)c2ccccc2F)nnc1SCC(=O)NC1CCCCC1C (configuration not stated) | 4 | 0 | -2.9 | 8 | 0 | 8 | -2 | 1 | 1 | -3

Next section; it opens with the two that closed the last part.
SMILES | LEDGF integ inh | rCAG RNA binder | PG9 Ab binder | TDP2 absorb | mABHD4 FP | TCR-CD3 inh | SIAE primary | PRMT1 FP inh | Rev-erbA mod | HTRA1 inhibitor
Cc1cc(=O)oc2c(C)c(OCC(=O)c3ccccc3)ccc12 | 9 | 1 | -1.8 | -10 | -9 | -4 | 16 | -1 | 18 | -1
CCn1c(CNC(=O)c2ccccc2F)nnc1SCC(=O)NC1CCCCC1C (configuration not stated) | 4 | 0 | -2.9 | 8 | 0 | 8 | -2 | 1 | 1 | -3
CCCC(=O)Nc1ccc(-c2nc3ncccc3o2)cc1 | -1 | -3 | 0.9 | 6 | -1 | 6 | -2 | -3 | -7 | 2
C/C(N)=C(/C#N)C(=O)COC(=O)c1ccncc1 | 0 | 8 | -1.5 | -11 | 18 | -2 | -1 | 6 | 2 | -1
COc1cccc(NC(=S)/C(=C(\[O-])c2ccc([N+](=O)[O-])cc2)[n+]2ccccc2)c1 | -3 | 0 | -1.8 | 5 | 0 | -3 | 0 | -1 | 3 | -3
O=C(Cc1ccc(S(=O)(=O)N2CCOCC2)s1)N1CCN(S(=O)(=O)c2ccc(Cl)cc2)CC1 | 2 | 11 | -1.1 | -3 | -2 | 6 | 0 | 0 | 7 | -11
CCOC(=O)C1C2C=CC(CC2)N1c1ccccc1 (configuration not stated) | -3 | -2 | 0.1 | 4 | 1 | 0 | 3 | 1 | 0 | 1
CC(NC(=S)NCCc1ccccc1)C(c1cccs1)N1CCN(Cc2ccccc2)CC1 (configuration not stated) | 4 | 0 | 1.1 | -7 | -3 | 3 | -7 | -2 | -1 | -36
CCC(C)N(C(=O)COc1ccccc1C#N)C1CCS(=O)(=O)C1 (configuration not stated) | 1 | 5 | -0.1 | -6 | -4 | -7 | 3 | 0 | 2 | -4
COc1ccc(NC(=O)Nc2cccc3c2O[C@H](CN(C)C(=O)Nc2ccccc2)[C@@H](C)CN([C@H](C)CO)C3=O)cc1 | 1 | 1 | -0.5 | -3 | 4 | 0 | 3 | -2 | -5 | -2
CCC(C)NC(=O)/C(=C/c1ccco1)c1ccccc1 (configuration not stated) | 4 | 8 | 1.4 | -2 | 3 | -3 | 0 | 9 | 1 | -8
COc1ccc(CNC(=O)CNC(=O)[C@@H]2Cc3ccccc3CN2)cc1 | 2 | 0 | -1.0 | 1 | 6 | 5 | 5 | -2 | 4 | 1
CCCC(=O)Nc1ccc(C(=O)n2nnc3ccccc32)cc1 | 1 | 3 | -1.9 | -1 | -6 | -4 | -6 | 4 | 3 | -1
Cc1ccc2nc(-c3ccccc3)cc(C(=O)N(C)CC(=O)Nc3ccccc3Br)c2c1 | -5 | 4 | 0.9 | -7 | -3 | -5 | -6 | 2 | -4 | -35
Cc1ccc(Cn2ccc(=O)c(OCc3ccccc3)c2C)cc1 | 2 | -7 | 0.4 | -1 | -2 | 5 | 1 | -3 | 7 | -1
CCOC(=O)N1CCN(c2nc(C(F)(F)F)nc3c(C)cc(C)cc23)CC1 | -4 | -3 | -1.2 | 6 | 2 | 0 | -4 | -2 | 5 | 1
CCOC(=O)Nc1nnc(-c2ccc(OC)cc2)s1 | 3 | 4 | 1.8 | 10 | 9 | 2 | 1 | -2 | 4 | -3
COc1ccc(OC)c(NC(=O)CSc2nc3n[nH]c(C)c3c(=N)n2-c2cccc(Cl)c2C)c1 | 1 | 5 | -1.2 | 13 | 0 | 1 | 0 | -6 | 1 | -64
COc1ccc(CN(C)C(=O)c2cc(S(=O)(=O)Nc3ccccc3F)ccc2C)c(OC)c1 | -2 | 3 | 0.3 | 0 | 2 | -4 | -5 | 4 | 0 | 5
CCN(CC(=O)NCc1cccs1)S(=O)(=O)c1c(F)cccc1F | 3 | -1 | -0.9 | -11 | 4 | -12 | 2 | -5 | 9 | 1
O=S1(=O)c2c(cccc2N2CCC[C@@H]2CO)OCCCN1C1CC1 | 2 | 4 | · | -1 | 0 | · | -4 | -5 | 2 | ·
CN1CCN(c2ccccc2NC(=O)Cn2ncc3c([nH]c4ccccc43)c2=O)CC1 | 1 | -5 | 0.6 | -9 | 3 | -2 | -4 | -2 | -4 | -5
N#CCCN(Cc1ccncc1)C(=S)NC1CC2C=CC1C2 (configuration not stated) | 5 | 1 | -1.4 | 14 | 6 | 7 | 12 | -7 | -3 | ·
COC(=O)NCC(c1cccnc1)N1CCN(c2ccccc2)CC1 (configuration not stated) | 3 | 2 | -1.4 | 5 | 2 | 4 | -3 | -1 | 3 | -2
Cc1ccc(NC(=O)C2CCCN(c3cnccn3)C2)c(C)c1 (configuration not stated) | -1 | -2 | -0.3 | -3 | 0 | -3 | -2 | 0 | 1 | 0
CNS(=O)(=O)c1cccc(C(=O)OCC(=O)Nc2ccc(N3CCCCC3)cc2)c1 | 2 | 0 | -4.3 | -9 | 0 | -2 | 0 | -3 | -5 | -3
CCOCCCNC(=S)NCCCNc1nc2cc3c(cc2cc1C#N)OCO3 | -1 | 1 | -1.8 | -14 | -4 | -1 | 0 | 0 | · | 2
O=C(CSc1nnc(-c2c[nH]c3ccccc23)o1)c1ccccc1 | 1 | 7 | -3.4 | -7 | -2 | 1 | 10 | -3 | -2 | -16
CN(C)S(=O)(=O)Oc1ccccc1C(=O)Nc1ccc(F)cc1F | 4 | 1 | -0.6 | -6 | -8 | 7 | -2 | 3 | 3 | -1
CCOC(=O)N1CCN(C(=O)COC(=O)c2cccc(S(C)(=O)=O)c2)CC1 | -5 | -5 | -0.7 | 11 | 9 | 9 | -2 | 0 | 4 | -6
CCOC(=O)c1cc(C(=O)OCC)cc(-n2cc(O)c(C(=O)OCC)n2)c1 | 5 | 0 | -0.7 | -11 | -2 | -6 | -3 | -2 | -4 | 8
CCc1ccc(NCc2ccc(OC)c(Cn3ccnc3)c2)cc1 | 6 | -9 | 0.0 | 1 | 4 | 0 | 7 | -4 | 3 | 3
CC1=CC(C)(C)NC(=O)N1c1ccc(C)cc1 | 5 | -3 | -0.9 | -11 | 8 | 4 | 3 | -5 | 2 | 4
C=CCNC(=S)Nc1cccc2[nH]ncc12 | 1 | 6 | -1.6 | -11 | 6 | 5 | 3 | 2 | 0 | 4
COc1ccnc(Oc2ccc(F)cc2)c1C(=O)N/C=N/OCc1c(Cl)cccc1Cl | -2 | -3 | 1.4 | -1 | -7 | 1 | -2 | -1 | 8 | -30
N=c1sccn1CC(=O)Nc1ccc([N+](=O)[O-])cc1Cl | -3 | 1 | 0.6 | -10 | -8 | -2 | -2 | 5 | -3 | -3

Assay outcomes: PubChem, several laboratories
